NCI-60 one-dose screen, 48 h, at 10 µM unless noted. Numbers give growth in % (100 = growth as untreated, 0 = no growth, -100 = all killed).
NCI-H322M = NCI-H322M lung cancer. 80,000 compounds, 2.7% hits
NCI-H460 = NCI-H460 lung cancer | 82,000 compounds, 6.8% hits | AID 1794736
NCI-H226 = NCI-H226 lung cancer; AID 1794732; 79,000 compounds, 3.5% hits
HT29 = HT29 colon cancer; 81,000 compounds, 7.4% hits
NCI-H23 = NCI-H23 lung cancer; 80,000 compounds, 4% hits
HCT-15 = HCT-15 colon cancer; 82,000 compounds, 5.2% hits
COLO 205 = COLO 205 colon cancer | 79,000 compounds, 7.3% hits | AID 1794742
SW-620 = SW-620 colon cancer | 82,000 compounds, 5.2% hits | AID 1794795
NCI-H522 = NCI-H522 lung cancer; 78,000 compounds, 8% hits
* marks the source's active call; other numbers are inactive results; / = not tested or not shown; [ ] = another dose, or the depositor's remark. How the source made its calls: active means growth percent below 10; inactive means the rest.

Values run as follows: NCI-H322M, NCI-H460, NCI-H226, HT29, NCI-H23, HCT-15, COLO 205, SW-620, NCI-H522
1: CC(C)CCC[C@@H](C)[C@H]1CC[C@H]2[C@@H]3CC=C4c5sc(Nc6ccc(F)cc6F)nc5CC[C@]4(C)[C@H]3CC[C@]12C
→ 100, 110, 99, 105, 102, 98, 110, 104, 102
2: O=C(Nc1csnn1)OCc1ccccc1
→ 97, 121, 115, /, 104, 94, 114, 109, 106
3: Cc1cnc([C@]23CC[C@@H](C)[C@H](C)[C@H]2C2=CC[C@@H]4[C@@]5(C)Cc6c([nH]c7ccccc67)C(C)(C)[C@@H]5CC[C@@]4(C)[C@]2(C)CC3)o1
→ 37[100 µM], 17[100 µM], 59[100 µM], 26[100 µM], 28[100 µM], 67[100 µM], 43[100 µM], 21[100 µM], 80[100 µM]
4: CCCCCCCCn1ccc2cc(NC(=O)Cn3cc(-c4ccccc4)nn3)ccc21
→ 101, 107, 107, 110, 114, 97, 117, 99, 100
5: O=C(Oc1ccc(-c2ccc(Br)cc2)cc1)c1ccco1
→ 102, 103, 100, 93, 100, 104, 101, 100, 91
6: O=C1c2ccccc2C(=O)N1N1C(=O)c2ccccc2C1=O
→ 111, 113, 103, 104, /, 104, 113, 107, 102
7: CN(C)CCC(C(=O)O)(c1ccccc1)c1ccccc1
→ 105, 105, 99, 91, 96, 112, 105, 101, 81
8: CCOC(=O)/C=C/C(=O)N1CCN(C(=O)/C=C/C(=O)OCC)C(C)C1 (stereo unspecified)
→ 92, 103, 109, 104, 112, 110, 108, 97, 110
9: Cc1ccc2c(c1)C(C(=O)O)=NC1(N2)C(=O)Nc2ccc(C)cc21 (stereo unspecified)
→ 99, 113, 96, 112, 98, 91, 114, 109, 93
10: NC(=O)CNc1ccccc1O
→ 88, 99, 96, 103, 76, 84, 106, 97, 94
11: CCSc1nnc(Cc2ccc(OC)cc2)n1-c1ccccc1
→ 99, 96, 95, 92, 94, 106, 110, 103, 78
12: O=C(Nc1ccc2c(c1)C(N1CCOCC1)c1ccccc1-2)C(F)(F)F (stereo unspecified)
→ 121, 103, 90, 104, 99, 93, 95, 94, /
13: O=C1C2CC=CCC2C(=O)N1C(O)C(Cl)(Cl)Cl (stereo unspecified)
→ 114, 110, 105, 111, 107, 99, 102, 94, 104
14: COc1ccc2nc(NC(=O)CSc3nnc4n3S(=O)(=O)c3ccccc3N4c3ccccc3)sc2c1
→ 91, 104, 101, 102, 87, 94, 96, 107, 65
15: CC(=O)OC(C)COc1ccc(-c2ccccc2)cc1 (stereo unspecified)
→ 121, 105, 106, 86, 107, 107, 104, 100, 84
16: COC(=O)C1=CCS(=O)(=O)C1
→ 105, 108, 98, 104, 102, 109, /, 107, 99
17: COc1ccc(C2=NOC3C(O)[C@@H]4OCC(O4)[C@H]23)cc1 (stereo partly specified)
→ 96, 104, 96, 83, 100, 102, 99, 101, 72
18: CC1=CC2C=C(C3N(c4ccccc4)NC(=O)[C@@H]4CCCN34)C(=O)NC2C=C1 (stereo partly specified)
→ 90, 108, 106, 97, 88, 99, 105, 98, 72
19: NC1=Nc2ccccc2C(=O)NN1
→ 106, 109, 113, 105, 105, 111, 112, 99, 94
20: CCC(=O)Sc1ccccc1C(=O)Nc1ccc(Cl)cc1
→ 55, 34, 53, 17, 46, 46, 85, 18, 67
21: CCCCCC(CCCCC)C(=O)O
→ 103, 116, 112, 105, 114, 98, 102, 110, 89
22: O=C(Nc1nc(-c2ccc(Cl)cc2)nc2c1sc(=S)n2-c1ccccc1)C(F)(F)F
→ 49, 14, 24, 18, 49, 55, 21, 34, 25
23: c1ccc(-c2nn3c(-c4ccccc4)nnc3s2)cc1
→ 86, 99, 91, 86, /, 86, 106, 98, 91
24: COc1ccc(C2=NOC(CC(=O)N(CCO)CCO)C2)cc1OC1CCCC1 (stereo unspecified)
→ 107, 103, /, 110, 100, 99, /, 98, 98
25: Cc1nc(-c2cccs2)ccc1NC(=O)Nc1ccc(Cl)cc1
→ 93, 102, 106, 93, 99, 93, 120, 101, 73
26: CN(C)CCC(=O)c1cccs1
→ 133, 104, 97, 106, 97, 98, 91, 99, 61
27: CNC(=O)CCN1C(=O)/C(=C/c2ccc(O)cc2)SC1=S
→ 96, 101, 97, 109, 101, 104, 117, 104, 88
28: COc1cccc(-c2nc(-c3ccc(NC(=O)C(C)C)cc3)[nH]c2-c2ccnc(Br)c2)c1
→ 44, 32, 44, 23, 51, 7.2*, 30, 42, 20
29: O=C1NC(=O)C(c2coc3ccc(F)cc23)=C1c1c[nH]c2ccccc12
→ 85, 96, 67, 78, 84, 67, 102, 94, 69
30: Cc1cc(NCc2cc(Nc3ccnc4cc(Cl)ccc34)ccc2F)nc(N2CCOCC2)n1
→ 71, 40, 61, 8.6*, 44, 12, 35, 33, 22
31: CCNc1ccc2nc3c4ccccc4c(=Nc4ccncc4)cc-3oc2c1
→ 98, 86, 76, 74, 75, 59, 27, 80, 68
32: O=c1[nH]c2ccccc2nc1N/N=C/c1ccc(O)cc1
→ 102, 110, 103, 121, 102, 109, 119, 111, 94
33: CCOC(=O)C1=C(COCCN)NC(C)=C(C(=O)OC)C1c1ccccc1Cl (stereo unspecified)
→ 80, 60, 92, 11, 84, 65, -52*, 53, 73
34: COc1ccc(/C=C/C(=N)/C=C2/C(=O)Nc3cc(Br)ccc32)cc1
→ 97[2.05 µM], 104[2.05 µM], 87[2.05 µM], /, 103[2.05 µM], 107[2.05 µM], 116[2.05 µM], 101[2.05 µM], /
35: Nc1[nH]nc2nc3n(c(=O)c12)-c1ccccc1Sc1ccccc1-3
→ 105, 117, 95, 99, 99, 112, 87, 107, 81
36: CCCCn1cnc2c(SCc3ccc(Br)cc3)nc(N)nc21
→ 90, 98, 76, 87, 92, 79, 114, 91, 79
37: CCCCCC1c2ccc(O)cc2Oc2nc(N)c(C#N)c(N)c21 (stereo unspecified)
→ 103, 88, 83, 77, 80, 53, 88, 71, 41
38: COc1cc(/C=C/C(=O)c2ccc(F)cc2)ccc1OCCCCCOc1cc2c(cc1OC)C(=O)N1CCCC1C=N2 (stereo unspecified)
→ -3.0*, 3.9*, -50*, -19*, -33*, -3.5*, -72*, -47*, -60*
39: COc1ccc(NC(=O)CSc2nnc(-c3ccc(-c4nc5ccc(C)cc5[nH]4)cc3)o2)cc1
→ 99, 100, 94, 105, 102, 92, 105, 103, 101
40: c1ccc(NCCC2OCC3(CO2)COC(CCNc2ccccc2)OC3)cc1 (stereo unspecified)
→ 120, 102, 97, 92, 96, 90, 114, 94, 83

A draw from above in order of heavy-atom count, low to high:
Values run as follows: NCI-H322M, NCI-H460, NCI-H226, HT29, NCI-H23, HCT-15, COLO 205, SW-620, NCI-H522
26: CN(C)CCC(=O)c1cccs1
→ 133, 104, 97, 106, 97, 98, 91, 99, 61
23: c1ccc(-c2nn3c(-c4ccccc4)nnc3s2)cc1
→ 86, 99, 91, 86, /, 86, 106, 98, 91
34: COc1ccc(/C=C/C(=N)/C=C2/C(=O)Nc3cc(Br)ccc32)cc1
→ 97[2.05 µM], 104[2.05 µM], 87[2.05 µM], /, 103[2.05 µM], 107[2.05 µM], 116[2.05 µM], 101[2.05 µM], /
33: CCOC(=O)C1=C(COCCN)NC(C)=C(C(=O)OC)C1c1ccccc1Cl (stereo unspecified)
→ 80, 60, 92, 11, 84, 65, -52*, 53, 73
24: COc1ccc(C2=NOC(CC(=O)N(CCO)CCO)C2)cc1OC1CCCC1 (stereo unspecified)
→ 107, 103, /, 110, 100, 99, /, 98, 98
22: O=C(Nc1nc(-c2ccc(Cl)cc2)nc2c1sc(=S)n2-c1ccccc1)C(F)(F)F
→ 49, 14, 24, 18, 49, 55, 21, 34, 25
28: COc1cccc(-c2nc(-c3ccc(NC(=O)C(C)C)cc3)[nH]c2-c2ccnc(Br)c2)c1
→ 44, 32, 44, 23, 51, 7.2*, 30, 42, 20

The list continues.
Values run as follows: NCI-H322M, NCI-H460, NCI-H226, HT29, NCI-H23, HCT-15, COLO 205, SW-620, NCI-H522
41: COc1ccc(CN2CCc3c(Cl)nc(N)nc3C2=O)c(OC)c1
→ 15[100 µM], 1.6*[100 µM], 5.0*[100 µM], -4.9*[100 µM], -62*[100 µM], -37*[100 µM], -49*[100 µM], -47*[100 µM], 16[100 µM]
42: O=C(O)c1ccc(-c2nn(-c3ccc(C(=O)O)cc3)cc2CNc2cccc(Br)c2)cc1
→ 107, 109, 101, 105, 109, 111, 112, 103, 97
43: O=C(Nc1ccccc1-c1nn(CN2CCNCC2)c(=S)n(CN2CCNCC2)c1=O)C(F)(F)F
→ 94, 98, 89, 96, 100, 104, 98, 100, 97
44: CC1(C)CC[C@]2(C(=O)N3CCCN(CC#N)CC3)CC[C@]3(C)C(=CC[C@@H]4[C@@]5(C)CCC(=O)C(C)(C)[C@@H]5CC[C@]43C)[C@H]2C1
→ 98, 109, 101, 103, 101, 100, 110, 105, 99
45: CCc1ccc(Oc2c(-c3ccc(OCCc4cccc(C(F)(F)F)c4)cc3O)n[nH]c2C(F)(F)F)cc1
→ 77, 2.5*, 53, 86, 4.8*, 24, 100, 15, -20*
46: COc1ccc2oc3c(C)c4c(c(C)c3c2c1)C(=O)N(CCN1CCCCC1)C4=O
→ 95, 72, 92, 90, 95, 105, 94, 75, 94
47: O=S(=O)(/C=C/c1ccccc1)c1ccc(F)cc1
→ 94, 111, 105, 116, 95, 95, /, 119, 81
48: COc1cc(C2=NNC(c3ccc(Oc4ccc(Br)cc4)cc3)C2)cc(OC)c1OC (stereo unspecified)
→ 77, 86, 66, 70, 66, 62, 93, 90, 61
49: Cn1cc(-c2ccc3c(c2)ncn3-c2ccc(CC(=O)Nc3cc(C(C)(C)C)on3)cc2)cn1
→ 8.8*, 29, 22, 27, 30, 16, 38, 34, 33
50: CC1(C)[C@@H](NOCCCN)CC[C@]2(C)[C@H]3C(=O)C=C4[C@@H]5C[C@](C)(C(=O)O)CC[C@]5(C)CC[C@@]4(C)[C@]3(C)CC[C@@H]12
→ -94*[100 µM], -67*[100 µM], -45*[100 µM], -58*[100 µM], -39*[100 µM], -15*[100 µM], -68*[100 µM], -43*[100 µM], -58*[100 µM]
51: C=C1SC(=Nc2ccccc2Cl)N(C(=O)c2sc3ccccc3c2Cl)C12CCCCC2
→ 78, 64, 73, 70, 63, 78, 73, 77, 176
52: Cc1ccccc1Nc1nc2nonc2nc1Nc1cccc(C)c1C
→ 81, 41, 49, 47, 18, 45, 59, 77, 3.4*
53: O=C1c2ccccc2C(=O)N1CNc1ccc(Cl)cc1
→ 88, 88, 104, 65, 97, 47, 105, 76, 66
54: O=C(Nc1cccc(Cl)c1)Nc1nccs1
→ 93, 99, 100, 94, 95, 86, 126, 103, 7.9*
55: COc1ccc(C2c3sc4c(F)cccc4c3Oc3nc[nH]c(=O)c32)cc1 (stereo unspecified)
→ 69, 83, 67, 107, 78, 75, 108, 90, 80
56: Cc1cc(C)n(Nc2nc3ccccc3[nH]c2=O)c(=O)c1C#N
→ 100, 100, 89, 110, 90, 102, 113, 99, 93
57: CC(OC(=O)c1ccccc1)c1ccccc1 (stereo unspecified)
→ 87, 108, 97, 96, 100, 94, 92, 103, 85
58: COC1=C(C)C(=O)c2c(c(CCCl)c3n2CCC3O)C1=O (stereo unspecified)
→ -4.2*, 4.7*, -31*, -4.0*, -17*, 2.7*, -59*, 8.6*, -46*
59: Cc1cc2oc3c(c2c(=O)[nH]1)C(=O)c1ccccc1C3=O
→ 99, 111, 105, 103, /, 106, 142, 112, 93
60: COc1cc(OC)c(NC(=O)NNC(=O)C(=O)NC2CC2)cc1Cl
→ 113, 109, /, 110, 104, 102, 112, 107, 106
61: CCOc1ccc(/C=C2/NC(=O)NC2=O)cc1Cl
→ 98, 105, 94, 90, 100, 103, 118, 103, 92
62: Cc1ccc(-c2nc3cc4nc5ccccc5nc4cc3n2C)cc1
→ 109, 102, 102, 115, 101, 108, 115, 102, 95
63: C=CC(=O)Nc1ccc(Oc2nccc(Nc3nnc(-c4ccccc4)s3)n2)cc1
→ 105, 100, 81, 99, 92, 101, 99, 93, 91
64: COc1cc2nc(Nc3cccc(F)c3)nc(Nc3cc(C)[nH]n3)c2cc1OC
→ -100*[20 µM], -70*[20 µM], -49*[20 µM], -55*[20 µM], -71*[20 µM], -79*[20 µM], -61*[20 µM], -59*[20 µM], -42*[20 µM]
65: CC(=O)n1nc(C(=O)OC(C)C)c2cc(F)c(F)cc21
→ 106, 103, 100, 96, 99, 100, 105, 101, 72
66: Oc1ccc(CSc2nnc(-c3ccccc3)n2-c2ccccc2)c2cccnc12
→ 19, 1.4*, 20, 52, 19, 14, 62, 12, 13
67: O=S(=O)(Nc1ccc2ccccc2c1)N1CCCCC1
→ 93, 65, 76, 41, 57, 41, 70, 41, 2.3*
68: CC(=O)N1N=C(c2ccc(Cl)cc2)CC1c1ccc(Oc2ccc(Cl)cc2)cc1 (stereo unspecified)
→ 88, 100, 92, 74, 84, 83, 90, 92, 75

4 compounds picked at random from those above, as already listed:
Values run as follows: NCI-H322M, NCI-H460, NCI-H226, HT29, NCI-H23, HCT-15, COLO 205, SW-620, NCI-H522
62: Cc1ccc(-c2nc3cc4nc5ccccc5nc4cc3n2C)cc1
→ 109, 102, 102, 115, 101, 108, 115, 102, 95
67: O=S(=O)(Nc1ccc2ccccc2c1)N1CCCCC1
→ 93, 65, 76, 41, 57, 41, 70, 41, 2.3*
63: C=CC(=O)Nc1ccc(Oc2nccc(Nc3nnc(-c4ccccc4)s3)n2)cc1
→ 105, 100, 81, 99, 92, 101, 99, 93, 91
61: CCOc1ccc(/C=C2/NC(=O)NC2=O)cc1Cl
→ 98, 105, 94, 90, 100, 103, 118, 103, 92
